High-throughput results: PubChem, Broad Institute
DENV2 CPE: inhibitors of DENV2 cytopathic effect, primary screen, cell-based, plate reader, single concentration; DENV2-infected cells, cytopathic effect rescue; CPE inhibition, % at 9.99 µM; 350,000 tested, 1.7% active; AID 651640, 2012; in the data active = CPE inhibition above about 20%, passing the limit was not always enough; inconclusive = no clear call, values can overlap the other calls; tested in BHK-21 cells;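 also: 0% = median of neutral control wells and 100% = median of positive control wells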
SIRT5 block: SIRT5 desuccinylase inhibitors, primary screen, biochemical, fluorescence imaging, single point, set 5; NAD-dependent protein deacylase sirtuin-5, mitochondrial (Homo sapiens), Q9NXA8; inhibition, % at 15 µM; Purified SirT5, succinyl-peptide AMC, trypsin-coupled fluorescence; AID 652115, 2013; 330,000 tested, 1.1% active; in the data active = inhibition above about 15%; inconclusive = no clear call, values can overlap the other calls
miR-122 sensor: miR-122 Renilla sensor signal increase in Huh7, primary screen, miR-122 inhibitor project, cell-based, single point, plate reader; activation (reporter increase), % at 12.5 µM; Huh7 miR-122 Renilla luciferase sensor, 48 h; neutral wells = 0, positive control = 100; 340,000 tested, 0.3% active;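 active = mean replicate activation score at least 90 and every replicate individually at or above 90; inconclusive = only one of the two criteria met; inactive = neither criterion met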;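 also: higher luciferase means less miR-122 activity so hits act as miR-122 inhibitors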
F508del corr: F508del CFTR correction, initial screen, CFBE line, single point. CFBE cells, YFP halide quenching; stimulated with forskolin plus potentiator P3; % fluorescence drop versus neutral controls. activity (quench increase), % at 7.58 µM. 350,000 tested, 0.36% active. AID 720511, 2013;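 active = mean added fluorescence quench of at least 8% versus neutral control, with both replicates also reaching 8%; inconclusive = only one of the mean or replicate conditions met; inactive = mean below 8% and not both replicates reaching 8%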;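 also: cells transiently co-express mutant CFTR-F508del with the halide-sensitive YFP; corrector assay measuring rescue of mutant channel to the surface after 24 h compound exposure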
Casp6 inh: human caspase-6 inhibitors, primary screen, biochemical, VEID-R110 fluorescence, single point, set 2. P55212. purified caspase-6, Z-VEID-R110 cleavage fluorescence. inhibition, % at 12.5 µM. 350,000 tested, 0.53% active;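 active = mean inhibition across replicates at least about 35%, with every replicate also reaching that limit, limit read from the data; inconclusive = only one of the two criteria met; inactive = neither criterion met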;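 also: 0% = median of neutral control wells and 100% = no fluorescence left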
ERp5 inh: inhibitors of ERp5-driven insulin aggregation, primary screen, biochemical, turbidity, absorbance 650 nm, single point; Protein disulfide-isomerase A6 (Homo sapiens), Q15084; 90 min; inhibition, % at 9.99 µM; 350,000 tested, 0.05% active; AID 651711, 2012;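 active = mean replicate inhibition above about 25%, with every replicate also reaching it, limit read from the data, passing the limit was not always enough; inconclusive = only one of those two criteria met; inactive = neither criterion met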
ERAP1 HTS inh: human ERAP1 aminopeptidase inhibitors, primary screen, biochemical, single point, plate reader. inhibition, % at 10.7 µM. AID 652197, 2013. 340,000 tested, 0.15% active. recombinant ERAP1, Leu-AMC fluorescence, 60 min. Endoplasmic reticulum aminopeptidase 1 (Homo sapiens), Q9NZ08;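 active = mean replicate inhibition of at least 30%, or all replicates individually reaching that 30% level; inactive = mean below 30% and not every replicate reaching it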;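 also: 0% = neutral control wells and 100% = L-leucinethiol positive control wells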
Target sequence (Q9NZ08 whole entry, looked up): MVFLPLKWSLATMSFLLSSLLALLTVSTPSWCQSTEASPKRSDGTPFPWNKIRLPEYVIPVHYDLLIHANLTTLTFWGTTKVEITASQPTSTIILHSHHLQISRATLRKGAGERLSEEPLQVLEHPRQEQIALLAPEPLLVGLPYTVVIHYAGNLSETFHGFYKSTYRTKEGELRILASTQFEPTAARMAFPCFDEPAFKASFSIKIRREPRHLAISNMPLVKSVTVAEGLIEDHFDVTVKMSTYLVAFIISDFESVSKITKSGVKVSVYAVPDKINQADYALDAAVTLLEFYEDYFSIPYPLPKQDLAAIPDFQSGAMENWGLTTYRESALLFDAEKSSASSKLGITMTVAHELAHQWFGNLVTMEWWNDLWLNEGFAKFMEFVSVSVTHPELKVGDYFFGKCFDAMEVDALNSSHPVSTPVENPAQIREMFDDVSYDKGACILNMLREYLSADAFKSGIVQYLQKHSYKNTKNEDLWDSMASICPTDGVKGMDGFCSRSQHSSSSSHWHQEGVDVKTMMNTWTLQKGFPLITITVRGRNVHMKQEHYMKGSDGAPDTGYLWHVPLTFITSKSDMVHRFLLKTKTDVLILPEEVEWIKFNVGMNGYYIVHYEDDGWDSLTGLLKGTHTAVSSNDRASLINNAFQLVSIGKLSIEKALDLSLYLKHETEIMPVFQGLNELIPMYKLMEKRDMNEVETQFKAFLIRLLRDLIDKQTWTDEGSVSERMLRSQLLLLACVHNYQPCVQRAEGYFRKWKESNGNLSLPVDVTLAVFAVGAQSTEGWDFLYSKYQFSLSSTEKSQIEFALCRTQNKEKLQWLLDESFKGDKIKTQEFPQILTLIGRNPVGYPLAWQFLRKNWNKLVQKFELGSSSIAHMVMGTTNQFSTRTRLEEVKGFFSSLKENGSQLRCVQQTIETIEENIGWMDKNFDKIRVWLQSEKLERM
An asterisk follows results filed as active; ? = inconclusive; · = no result given; [ ] = another dose, or the depositor's remark.

SMILES	DENV2 CPE	SIRT5 block	miR-122 sensor	F508del corr	Casp6 inh	ERp5 inh	ERAP1 HTS inh
Cc1ccc(S(=O)(=O)Cc2ccc(C(=O)O)o2)cc1	·	-1	-9	-1.2	52*	-2	-3
Cc1cc(C(=O)CCl)c(C)n1-c1c(C)n(C)n(-c2ccccc2)c1=O	·	-2	-3	-5.3	6	2	-1
COc1ccccc1-c1ccc2c(c1)O[C@@H](CN(C)C(=O)c1cccnc1)[C@@H](C)CN([C@H](C)CO)S2(=O)=O	-6	-8	12[16.7 µM]	0.5	-5	-1	-1
O=C(C[C@H]1CC[C@@H]2[C@H](COC[C@H](O)CN2C(=O)Nc2ccc(F)cc2)O1)NC1Cc2ccccc2C1	10	0	-1[16.7 µM]	-3.8	2	-2	0
CNC(=O)c1cc2c(ccc3ccccc32)o1	4	-11	·	-0.3	2	-1	0
COC(=O)c1scc(C#N)c1N/N=C(\C#N)S(=O)(=O)c1ccc(Cl)cc1	0	-3	2	-2.7	2	2	6
COc1ccccc1NS(=O)(=O)c1ccc(OC)c([N+](=O)[O-])c1	·	-3	·	1.0	2	4	3
O=c1[nH]c(-c2ccccc2)ncc1OCc1ccccc1	3	·	·	2.5	-3	4	0
CN(NS(=O)(=O)c1ccc(Br)cc1)c1nc(C(F)(F)F)nc2ccccc12	0	-2	4	1.8	0	-1	0
C[C@H](CO)N1C[C@H](C)[C@H](CN(C)C(=O)Nc2ccc(F)cc2)Oc2c(NC(=O)CCCCCC(=O)Nc3ccccc3N)cccc2C1=O	-2	·	·	-0.3	0	2	0
O=C(Nc1cccc(-c2cccc(Cl)c2)c1)C1CCN(Cc2ccon2)CC1	-8	0	-3	2.0	-2	-3	2
CC1(C)CC2(CCCN(C(=S)Nc3ccccc3)C2)CCO1 (stereo not given)	5	-2	·	·	-2	1	0
CC(C)CC1NC(=O)N(CC(=O)Nc2ccc3c(c2)CCC3)C1=O (stereo not given)	1	-1	·	-0.1	-1	1	1
COC(=O)NNC(=S)Nc1cc(OC)ccc1OC	3	0	·	-0.2	1	0	-2
COc1cc2c3c(cccc3c1)C(=O)N(CCN1CCCC1)C2=O	3	-20	·	4.0	2	7	1
O=C(C[C@@H]1CC[C@H]2[C@@H](COC[C@H](O)CN2C(=O)c2ccc(F)cc2)O1)N1CCCCC1	-1	·	4[16.7 µM]	0.1	·	·	·
O=C(OCC(=O)c1cccc2ccccc12)c1ccc(CO)cc1	0	1	-4	0.0	2	-7	-1
CSCCC(NS(=O)(=O)/C=C/c1ccccc1)C(=O)O (stereo not given)	·	-3	1	0.4	·	0	-1
CCOc1ccccc1N1CCN(C(=O)c2ccc(-c3ccc(OC(C)=O)cc3)cc2)CC1	2	3	1	-2.8	-1	3	0
CN1c2ccc(-c3ccccc3F)cc2[C@@H]2[C@@H](CCN2C(=O)CN2CCOCC2)[C@H]1CO	7	-4	-3[16.7 µM]	-0.8	4	-6	-5
Cc1ccc(-c2nc3c(Cl)cc(C(F)(F)F)cn3c2Cc2ccccc2C(F)(F)F)cc1	4	0	·	-2.4	0	4	·
C=CCN=C1S/C(=C\c2ccc(Cl)cc2)C(=O)N1CC=C	-7	·	2	0.4	0	-4	-3
Cc1noc(C)c1S(=O)(=O)Nc1ccc2c(c1)C(=O)N([C@@H](C)CO)C[C@@H](C)[C@@H](CN(C)C(=O)Nc1ccc3c(c1)OCO3)OCCCC[C@@H](C)O2	-2	3	-1[16.7 µM]	-0.2	0	-6	-2
CN1CCN(CCCNC(=O)c2ccc(/C=C3\Oc4ccccc4N(Cc4ccc(Cl)cc4)C3=O)cc2)CC1	4	-19	-4	-1.8	-241	-6	-16
COCC(=O)N(C)C[C@@H]1Oc2ncc(C#C[C@@H](C)O)cc2C(=O)N([C@@H](C)CO)C[C@H]1C	-1	-5	1[16.7 µM]	1.0	5	-5	-3
COc1ccccc1-n1cc(CN2CCN(CC(C)C)C(CCO)C2)cn1 (stereo not given)	1	1	6	-0.6	-1	-15	-2
COC(=O)C1=C(C)NC(C)=C(C(=O)OC)C1/C=C/c1ccccc1	-1	1	5	0.5	5	-3	10
COCC(=O)N(C)C[C@H]1Oc2cc(C#C[C@H](C)O)ccc2S(=O)(=O)N([C@@H](C)CO)C[C@H]1C	5	-3	-15[16.7 µM]	-1.4	0	-4	-3
COC(=O)CCNC(=O)Cc1c(C)n(C(=O)c2ccc(Cl)cc2)c2ccc(OC)cc12	-2	-10	·	-1.3	2	1	14
O=C(Nc1cccc([N+](=O)[O-])c1)C1C2/C=C\CCCCC21 (stereo not given)	4	4	·	1.9	2	2	3

Quoted at random: five entries already listed
SMILES	DENV2 CPE	SIRT5 block	miR-122 sensor	F508del corr	Casp6 inh	ERp5 inh	ERAP1 HTS inh
COc1ccccc1-n1cc(CN2CCN(CC(C)C)C(CCO)C2)cn1 (stereo not given)	1	1	6	-0.6	-1	-15	-2
CC(C)CC1NC(=O)N(CC(=O)Nc2ccc3c(c2)CCC3)C1=O (stereo not given)	1	-1	·	-0.1	-1	1	1
CN1c2ccc(-c3ccccc3F)cc2[C@@H]2[C@@H](CCN2C(=O)CN2CCOCC2)[C@H]1CO	7	-4	-3[16.7 µM]	-0.8	4	-6	-5
O=c1[nH]c(-c2ccccc2)ncc1OCc1ccccc1	3	·	·	2.5	-3	4	0
O=C(C[C@H]1CC[C@@H]2[C@H](COC[C@H](O)CN2C(=O)Nc2ccc(F)cc2)O1)NC1Cc2ccccc2C1	10	0	-1[16.7 µM]	-3.8	2	-2	0

Later entries:
SMILES	DENV2 CPE	SIRT5 block	miR-122 sensor	F508del corr	Casp6 inh	ERp5 inh	ERAP1 HTS inh
Cn1cnc(S(=O)(=O)N2C[C@H](O)COC[C@@H]3O[C@H](CC(=O)NCc4cccc(F)c4)CC[C@H]32)c1	-1	·	1[16.7 µM]	-2.7	·	·	·
C[C@H]1CN([C@@H](C)CO)C(=O)c2cc(NC(=O)CCCCCC(=O)Nc3ccccc3N)ccc2O[C@H]1CN(C)Cc1ccc(Oc2ccccc2)cc1	-7	17*	·	1.5	-2	-6	-1
Cc1noc(C)c1NC(=O)N(C)C[C@@H]1Oc2ccc(NC(=O)CCN3CCOCC3)cc2C(=O)N([C@@H](C)CO)C[C@H]1C	0	1	-4[16.7 µM]	-0.3	1	1	-1
CC(=O)Nc1ccc(NC(=O)CCn2c(=S)oc3ccccc32)cc1	-7	-5	·	·	-1	-7	4
O=C(NCC1CC1)[C@@H]1[C@@H](CO)[C@@H]2Cn3c(ccc(-c4ccc(F)cc4)c3=O)[C@H]1N2	?	-31	8[16.7 µM]	-0.3	-4	1	-1
C[C@@H]1CN([C@H](C)CO)C(=O)Cc2cc(NS(=O)(=O)c3ccc(Cl)cc3)ccc2O[C@H]1CN(C)Cc1ccc2c(c1)OCO2	1	11	-12[16.7 µM]	-0.6	1	7	3
CCc1cccc(CC)c1NC(=S)N1CCn2cccc2C1c1ccncc1 (stereo not given)	0	17*	·	2.7	-2	-6	3
CC(C)(C)n1ncc2c(=O)n(Cc3cc(F)c(Cl)cc3Cl)cnc21	-4	·	4	2.0	-2	-2	7
Cc1ccc(S(=O)(=O)N[C@H](C(=O)OCC(=O)N2N=C(c3ccc(Cl)cc3)CC2c2ccco2)C(C)C)cc1 (stereo not given in full)	-8	2	·	·	1	0	13
COC(=O)C1=C(C)N(C(C)c2ccccc2)C(=O)C1 (stereo not given)	-9	3	1	1.7	0	4	0
C[C@@H]1CN([C@@H](C)CO)C(=O)c2cccc(NC(=O)c3ccc(-c4nccs4)cc3)c2O[C@@H]1CN(C)C(=O)Nc1ccc(C(F)(F)F)cc1	0	7	-10[16.7 µM]	5.9	-1	-12	0
CC1CCC(NC(=O)C2CCC(CNS(=O)(=O)c3ccccc3)CC2)CC1 (stereo not given)	-7	2	·	-0.6	3	-2	0
CCOC(=O)N1CCN(C(=O)CNC(=O)c2nn(-c3ccc(OC)cc3OC)c(=O)c3ccccc23)CC1	-1	1	-5	-1.2	6	3	-1
Cc1occc1-c1nnc(SCC(=O)NC2CC2)n1C(C)C	17	3	·	-6.9	-4	3	-1
O=C(O)c1ccccc1-c1ccccc1C(=O)Nc1cccc(-c2nc3ccccc3o2)c1	-2	·	2	1.9	4	7	1
O=C(C[C@@H]1CC[C@@H]2[C@H](COC[C@H](O)CN2C(=O)c2cc(Cl)cc(Cl)c2)O1)N1CCc2ccccc2C1	7	·	-4[16.7 µM]	1.0	·	·	·
O=C(NC1CCCCCC1)c1ccco1	-6	-4	-1	-1.9	·	-1	-1
COc1ccc(N(CC(=O)NCc2cccs2)S(=O)(=O)c2cccnc2)cc1	-2	·	-2	-2.8	1	13	·
Cc1ccccc1C(=O)O[C@H]1[C@H](Cc2ccccc2)NS(=O)(=O)[C@H]2CC3C=C[C@]12O3	?	·	0	2.1	-3	3	1
Cc1ccccc1NC(=O)Nc1nc(CN(C)C)cs1	13	-3	·	-1.6	-2	6	1
Nc1ccn([C@@H]2O[C@H](C(=O)N[C@H]3CCCCNC3=O)[C@@H](O)[C@H]2O)c(=O)n1	13	0	·	-2.0	-1	1	1
CCOC(=O)N(O)c1ccc(C=Cc2ccccc2)cc1	-4	0	-7	0.6	67*	-5	-2
Cc1cc(NC(=O)Nc2cc(Cl)sc2Cl)no1	7	-1	8	0.8	-3	4	2
O=C(N[C@@H]1C=C[C@@H](CC(=O)N2CCc3ccccc3C2)O[C@@H]1CO)C1CC1	-9	8	·	3.5	-1	0	·
CC=CCn1c(SCCCc2ccccc2)nc2c1c(=O)[nH]c(=O)n2C	-8	-3	-3	2.8	-3	-1	1
CC(C)(C)C1CCC(=NNC(=S)NCc2ccccc2)CC1 (stereo not given)	1	1	1	2.9	1	6	9
Cc1ccc(S(=O)(=O)N[C@@H]2CC[C@@H](CC(=O)NCc3ccc(Cl)c(Cl)c3)O[C@@H]2CO)cc1	5	-4	·	1.8	1	-1	-4
C#CCOc1ccc(C2C(C#N)=C(N)Oc3cc(O)ccc32)cc1 (stereo not given)	2	2	8	3.1	2	1	-1
CC(Sc1nnc(C2CC2)n1C1CC1)C(=O)c1ccc(Br)cc1 (stereo not given)	-2	-4	0	-1.0	0	-3	0
CCN(CC(=O)O)S(=O)(=O)c1cc(Cl)ccc1Cl	·	-4	·	·	0	-8	2
COc1ccc2c3c(n(C)c2c1)[C@H](CO)N(C(=O)Nc1ccccc1F)CC31CN(C(C)=O)C1	4	·	·	2.6	·	-3	-8
COc1ccc(CNC(=O)C2CCN(S(=O)(=O)N3CCCCC3)CC2)cc1	-7	0	-4	-0.1	2	4	-2
O=C1C(=C(c2ccccc2)N2CCOCC2)Cc2ccccc21	6	·	·	-2.3	-1	-2	0
Cc1nonc1NC(=O)OCCN1CCOC1=O	·	5	-2	-2.0	-1	1	-5
Cc1ccc(C)c(NC(=S)NCc2cccs2)c1	2	-5	·	·	-1	-3	0
NC(=O)Cn1c(=O)n(CC(=O)N2CCCCC2)c(=O)c2sccc21	2	-1	-4	0.5	0	1	-2
OC(c1ccc(Cl)c(F)c1)c1ncc(-c2ccccc2C(F)(F)F)[nH]1 (stereo not given)	-4	·	65	0.3	1	2	2
COc1cccc(-c2ccc(SCC(=O)N3CCN(c4ccccc4)CC3)nn2)c1	0	-1	0	-0.2	2	2	-1
CC(C(=O)Nc1nc(-c2ccc(F)c(F)c2)cs1)N1C(=O)C2CC=CCC2C1=O (stereo not given)	4	0	-2	-1.8	8	5	1
C[C@H]1CCCCO[C@H](CN(C)C(=O)CCC(F)(F)F)[C@@H](C)CN([C@@H](C)CO)C(=O)c2cc(NS(=O)(=O)c3cn(C)cn3)ccc2O1	-1	-1	9[16.7 µM]	2.1	5	7	1
CCNC(=O)C[C@H]1CC[C@@H]2[C@H](COc3ccc(NC(=O)Nc4ccc(Cl)cc4)cc3C(=O)N2C)O1	-4	1	1[16.7 µM]	-3.0	-2	-1	1
